Screening results: PubChem, National Center for Advancing Translational Sciences (NCATS)
HP1b chromo inh: HTS for Inhibitors of HP1-beta Chromodomain Interactions with Methylated Histone Tails; 390,000 tested, 0.56% active; Chromobox protein homolog 1 (Homo sapiens), P83916; Potency, µM (top dose mostly 114 µM), for the others: top-dose activity change, negative = inhibition, actives largely listed as inhibitors; AlphaScreen HP1-beta / biotin-H3K9me3 peptide binding; AID 540317, 2011; note: potency is the fitted concentration of half-maximal effect; nearly all actives have a fitted effect of over 70% in size; inactives centre near 23
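Compound inhibition of the preformed complex between 50 nM HP1-beta and 50 nM biotinylated H3K9me3 peptide was read by AlphaScreen. Buffer was PBS pH 7.4 with 0.01% Tween-20. Incubations ran 30 min at room temperature, with 10 ug/mL donor/acceptor beads.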
BAZ2B inh: qHTS Assay for Inhibitors of BAZ2B | 360,000 tested, 4.4% active | AlphaScreen BAZ2B-H3K14Ac peptide displacement | Potency, µM (highest dose often 114 µM), for the others: at the top dose activity change, negative = inhibition, usual class: inhibitors; note: potency is the fitted concentration of half-maximal effect; % is set by controls: 0 for no effect and ±100 for the full control effect; nearly all actives have a fitted effect of over 60% in size
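AlphaScreen displacement of biotin-H3(5-23)K14Ac peptide (50 nM final) from BAZ2B (50 nM final) in PBS pH 7.4, 0.01% Tween-20; complex preformed 30 min RT, then compounds (top 110 uM) 30 min RT, beads 20 min dark.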
JMJD2A Tudor inh: qHTS Assay for Inhibitors of JMJD2A-Tudor Domain; Lysine-specific demethylase 4A (Homo sapiens), O75164; AlphaScreen JMJD2A-Tudor / H3K4me3 peptide binding; Potency, µM (highest dose often 114 µM), for the others: at the highest dose activity change, negative = inhibition, actives largely listed as inhibitors; 390,000 tested, 4.4% active; AID 504339, 2011; note: potency is the fitted concentration of half-maximal effect; % is set by controls: 0 for no effect and ±100 for the full control effect; nearly all actives have a fitted effect of over 50% in size
G9a block: qHTS Assay for Inhibitors of Histone Lysine Methyltransferase G9a; Potency, µM (series often up to 102 µM), for inactives: at the top dose activity, negative = inhibition, usual class: inhibitors; G9a H3K9 monomethylation, AlphaScreen, 2 h; 350,000 tested, 8.8% active; Histone-lysine N-methyltransferase EHMT2 (Homo sapiens), Q96KQ7; note: potency is the fitted concentration of half-maximal effect; % is set by controls: 0 for no effect and ±100 for the full control effect; nearly all actives have a fitted effect of over 75% in size
Target sequence (Q96KQ7 913-1193 limits assumed): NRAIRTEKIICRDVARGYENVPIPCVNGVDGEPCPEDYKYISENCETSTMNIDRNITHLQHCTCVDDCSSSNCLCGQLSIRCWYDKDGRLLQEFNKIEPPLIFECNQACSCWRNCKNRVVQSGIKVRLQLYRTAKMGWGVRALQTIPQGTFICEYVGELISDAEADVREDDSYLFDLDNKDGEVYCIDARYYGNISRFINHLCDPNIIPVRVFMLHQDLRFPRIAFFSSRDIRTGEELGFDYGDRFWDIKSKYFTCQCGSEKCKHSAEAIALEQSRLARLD
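Chemiluminescent proximity detection of H3K9 monomethylation, read after 10 min bead incubation in the dark. Reaction: 20 nM G9a, 500 nM biotin-H3K9 peptide, 20 uM SAM cofactor, 2 h, room temperature, following 15 min enzyme-compound preincubation.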
GLS inhibitor: qHTS for Inhibitors of Glutaminase (GLS); Glutaminase kidney isoform, mitochondrial (Homo sapiens), O94925; GLS enzymatic activity, qHTS titration; Potency, µM (highest dose often 45.5 µM), for inactives: at the top dose activity change, negative = inhibition, hits mostly inhibitors; 410,000 tested, 0.21% active; AID 624170, 2012; note: potency is the fitted concentration of half-maximal effect; % is set by controls: 0 for no effect and ±100 for the full control effect
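Coupled fluorescence readout: glutamate oxidase/HRP/Amplex Red detect glutamate formed by hKGA from L-glutamine (1 mM solution added). Buffer 45 mM KH2PO4 pH 8.2, 0.02% Tween-20; reads at t0 and 30 min RT.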
PI4K2A block: qHTS for small molecular inhibitors of PI4K2A. purified PI4K2A, ADP-Glo luminescence, 1 h; hits give low values. 420,000 tested, 0.13% active. Phosphatidylinositol 4-kinase type 2-alpha (Homo sapiens), Q9BTU6. activity change, negative = inhibition, % at 76.9 µM. AID 1346378, 2018; in the data active = activity change below about -50%; inconclusive = mostly about -30% to -49%;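 note: -100% = wells without enzyme as full effect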
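In this quantitative HTS, ADP production by PI4K2A was quantified luminescently after 1 h at ambient temperature; 100 microM adenosine served as plate-quality control.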
RGS4 inh: Inhibitors of Regulator of G Protein Signaling (RGS) 4: qHTS; Regulator of G-protein signaling 4 (Homo sapiens), P49798; Potency, µM (highest dose often 114 µM), for the others: at the highest dose activity change, negative = inhibition, most hits filed as inhibitors; Transcreener GDP fluorescence polarization, RGS4-accelerated GTP hydrolysis; 390,000 tested, 0.039% active; note: potency is the fitted concentration of half-maximal effect; % is set by controls: 0 for no effect and ±100 for the full control effect; nearly all actives have a fitted effect of over 75% in size; some results filed as inactive show a strong effect at the top dose
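MLSMR compounds (23 nl, pin-transferred) preincubated 10 min at room temperature with a 500nM (2x) first reagent, then RGS4 at 900nM (2x) plus Transcreener GDP mix added; fluorescence polarization (620/688 nm) read before and after 90 min at 30 °C.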
ALOX12 inh: Primary qHTS assay for inhibitors of human arachidonate 12S-lipoxygenase (ALOX12): Round 2; AID 1671190, 2021; purified 12hLO, xylenol orange hydroperoxide absorbance; Potency, µM (doses to about 108 µM), for the others: at the top dose activity change, negative = inhibition, actives largely listed as inhibitors; Polyunsaturated fatty acid lipoxygenase ALOX12 (Homo sapiens), P18054; 580,000 tested, 1.1% active; note: potency is the fitted concentration of half-maximal effect; % is set by controls: 0 for no effect and ±100 for the full control effect
Target sequence (P18054 whole entry, looked up): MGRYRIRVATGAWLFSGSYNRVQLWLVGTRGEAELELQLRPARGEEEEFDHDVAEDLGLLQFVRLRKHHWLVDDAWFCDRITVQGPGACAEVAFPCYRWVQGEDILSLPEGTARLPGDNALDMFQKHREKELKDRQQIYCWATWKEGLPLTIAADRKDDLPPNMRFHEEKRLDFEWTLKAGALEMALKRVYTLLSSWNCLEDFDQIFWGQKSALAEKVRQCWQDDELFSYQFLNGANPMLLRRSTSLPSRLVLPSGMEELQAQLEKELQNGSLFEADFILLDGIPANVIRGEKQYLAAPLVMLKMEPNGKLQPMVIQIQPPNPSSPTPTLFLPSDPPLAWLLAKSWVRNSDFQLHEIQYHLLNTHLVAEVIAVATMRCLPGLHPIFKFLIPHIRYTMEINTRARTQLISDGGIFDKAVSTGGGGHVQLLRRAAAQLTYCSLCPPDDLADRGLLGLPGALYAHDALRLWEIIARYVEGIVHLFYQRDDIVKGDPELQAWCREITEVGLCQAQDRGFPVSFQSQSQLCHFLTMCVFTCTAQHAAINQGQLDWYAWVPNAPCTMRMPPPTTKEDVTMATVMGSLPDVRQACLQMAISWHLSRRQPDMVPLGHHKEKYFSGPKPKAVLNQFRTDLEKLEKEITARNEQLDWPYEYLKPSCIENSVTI
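Purified human 12hLO (150 nM final) in 25 mM Hepes, 0.01% Triton X-100, pH 7.0 was preincubated 15 min at room temperature with compound. Then 40 uM arachidonic acid was added, 30 min. Hydroperoxide was read by Fe-XO absorbance ratio 573/405 nm.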
ERG Ets-DNA blk: qHTS for Small Molecule Inhibitors of the ERG Ets/DNA interaction. Transcriptional regulator ERG (Homo sapiens), P11308. fluorescence polarization, His-ERG Ets domain / labelled DNA. Potency, µM (doses to about 76.9 µM), for inactives: top-dose FP activity, negative = inhibition, usual class: inhibitors. 370,000 tested, 0.028% active. AID 624246, 2012; active = well fitted inhibition curve with a large enough effect in the polarisation, with a control signal flat; inconclusive = small, poorly fitted or top-dose-only effect, or effect the other way, or a change in a side signal; inactive = no such curve, though single readings can be large or run the other way; the % refers to the polarisation;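 note: polarization taken with two DNA probes labelled with fluorescein and Texas red; potency is the fitted concentration of half-maximal effect; % of control where 0% means no effect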
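His-tagged ERG Ets domain (1 uM in the protein solution; 300mM KCl, 50mM Tris-HCl, 1mM EDTA, 1mM DTT, pH 7.5) received compound, then a probe mix of 5 nM fluorescein-DNA and 100nM Texas-615-DNA. Fluorescence polarization was read for both dyes.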
An asterisk follows results filed as active; ? = inconclusive; nt = not tested or not shown; & = joins results of further samples; [ ] = remark or other dose. Unless noted, calls come from the whole dose curve; as a rule, active = well fitted curve in the direction sought with a large enough effect; inconclusive = small, poorly fitted or top-dose-only effect, or another doubt; inactive = no such curve, though single readings can be large; an effect the other way counts as inactive or inconclusive. This is a subset, so the mix of outcomes need not match the whole.

SMILES	HP1b chromo inh	BAZ2B inh	JMJD2A Tudor inh	G9a block	GLS inhibitor	PI4K2A block	RGS4 inh	ALOX12 inh	ERG Ets-DNA blk
CC(C)C(=O)Nc1nc2c(ncn2C2CC(O)C(CO)O2)c(=O)[nH]1 (stereo not drawn)	25%	-4%	5%	11%	-3%	1	9%	10%	-9%
CCCCn1c(N)c(N(CC)C(=O)c2ccccc2F)c(=O)[nH]c1=O	15%	-37%	2%	-25%	3%	6	-2%	-8%	-6%
O=C(Nc1nc(-c2cc(Cl)sc2Cl)cs1)c1ccccc1	85%[activator]	-6%	18%	9%[59 µM]	-7%	1	-25%	-22%	-3%
CC(=O)Nc1cccc(NC(=O)CSc2nnnn2Cc2ccccc2)c1	11%	1%	-12%	19%[2.33 µM]	10%	6	2%	0%	6%
Cc1sc2nc(CSCC(=O)Nc3c(Cl)cccc3Cl)[nH]c(=O)c2c1C	32%	9%	-13%	-3%	0%	-6	-28%	-18%	6%
Cc1nc2sccn2c(=O)c1S(=O)(=O)Nc1ccc(N2CCN(C(=O)C(C)C)CC2)cc1	-17%&14%	8%&-4%	-6%&-18%	?	38%&44%[activator]	3&-15	-8%&-9%	21%&-4%	-2%&3%
CCOC(=O)C1=C(C)Nc2nc3ccccc3n2C1c1cccs1 (stereo not drawn)	31%	6%	-6%	7%[59 µM]	13%	1	21%	1%	-1%
O=C(Nc1ccccc1OC(=O)c1ccccc1)c1ccccc1	49%[activator]	nt	-4%	nt	-1%	6	0%	7%	2%
O=C(Cc1ccccc1)Nc1cccc(N2C(=O)C=CC2=O)c1	?	?	20µM*	0.35µM*	40%[activator]	4	?	-23%	-7%
Clc1ccc(Nc2ncn[nH]2)cc1	43%[activator]	-36%	4%	108%[activator][59 µM]	nt	-4	18%	0%	-7%
Fc1cccc(Cl)c1CSc1nnc(COc2cccc3cccnc23)o1	32%	-2%	2%	4%	8%	-2	-10%	9%[57.4 µM]	nt
CC(=O)c1cc2c(cc1NC(=O)C1CN(C(C)=O)c3ccccc3O1)OCO2 (stereo not drawn)	30%	nt	-2%	nt	-5%	1	-12%	-1%	-2%
Cc1cc(O)c(-c2cc(C(=O)NCCc3ccc(S(N)(=O)=O)cc3)[nH]n2)cc1C	8%	-14%	-14%	8%	-12%	2	4%	6%	5%
NC(=O)CSc1nnc(-c2ccc3c(c2)OCO3)o1	35%	-6%	-1%	-34%	-9%	-9	-37%	-1%	0%
COc1ccc(C2=NOC(COc3ccc4c(C)cc(=O)oc4c3)C2)c(OC)c1 (stereo not drawn)	33%	-18%	-3%	-4%[12.7 µM]	-9%	2	-25%	235%[activator]	8%
CC(C)(C)c1ccc(Oc2ccc(N)cc2)cc1	-30%	40µM*	?	50µM*	0%	0	-17%	-28%	-7%
CSc1nnc(N2C(=O)C(O)=C(C(=O)c3ccco3)C2c2ccccc2F)s1 (stereo not drawn)	-24%	-39%	50µM*	11%[0.0925 µM]	13%	-10	-1%	?	21%
Cc1cccnc1NC1(C(F)(F)F)N=C(c2ccccc2)NC1=O (stereo not drawn)	32%	6%	-3%	nt	-4%	2	-1%	-18%	-4%
CCOc1ccc(NC(=O)C2CCN(S(=O)(=O)c3cc(-c4noc(C)n4)ccc3C)CC2)cc1	40%[activator]	5%	-3%	12%[59 µM]	-10%	-2	6%	-24%	6%
CC(OC(=O)CSCC(=O)Nc1ccc(Cl)cc1)C(=O)N(C)Cc1ccccc1 (stereo not drawn)	35%[activator]	nt	-4%	nt	-7%	0	-6%	-5%	-1%
Cc1ccccc1NC(=O)CCNC(=O)Cn1ccc2ccccc2c1=O	26%	3%	1%	-1%[59 µM]	4%	-1	4%	-14%	2%
O=C(NCc1ccc2c(c1)OCO2)c1ccco1	48%[activator]	-12%	-6%	13%[12.7 µM]	-13%	1	-33%	-12%	2%
Cc1nnc(NC(=O)C(=O)c2cc(C)n(-c3ccc(C)c(C)c3)c2C)s1	15%	?	-31%	-6%[59 µM]	18%	1	3%	-25%	4%
CCCOC(=O)c1ccc(NC(=O)Cc2csc(C)n2)cc1	84%[activator]	20%	-5%	18%[59 µM]	1%	-5	-13%	-6%	9%
O=[N+]([O-])c1cc(/C=N/N2CCOCC2)cs1	-1%	-14%	-23%	-7%	-1%	-5	-6%	-6%	32µM*
O=C(NNC(=O)C1CCN(Cc2ccccc2)CC1)c1cccs1	27%	-16%	-1%	?	0%	-16	12%	1%	-3%
CCS(=O)(=O)N1CCC(C(=O)NCCN2CCN(Cc3ccccc3)CC2)CC1	7%	0%	3%	?	-21%	2	21%	-1%[57.4 µM]	nt
CCc1c(C)sc(NC(=O)CC#N)c1C#N	-4%	-31%	?	-27%[2.33 µM]	27%	-18	-5%	?	7%
Cc1ccc(C(c2sc3ncnn3c2O)N2CCC(C)CC2)cc1 (stereo not drawn)	44%[activator]	-4%	1%	-2%[59 µM]	6%	34	14%	6%	-5%
CCOC(=O)C1=NN(C(C)=O)C2(CC(=O)N(c3cccc(C)c3)C2=O)C1 (stereo not drawn)	-5%	4%	-15%	24%	45%[activator]	1	-3%[11.4 µM]	1%	5%
CCN(CC)CCCNC(=O)CCn1nc(-c2ccccc2)ccc1=O	23%	2%	-14%	18%	-2%	0	18%	-15%	-6%
CCCc1nnc(NC(=O)OCC)s1	9%	3%	-14%[11.4 µM]	nt	-1%	3	24%	-18%	3%
CC(=O)c1c(C)[nH]c(C(=O)N2CCCCCC2)c1C	?	50µM*	-35%[11.4 µM]	35%[0.501 µM]	?	-3	-52%[11.4 µM]	-13%	0%
CCc1ccc(C2C(C#N)=C(N)C(C#N)(C#N)C3=CCC(C(C)(C)C)CC32)cc1 (stereo not drawn)	18%	-34%	-25%	?	-5%	5	?	nt	-2%
COc1ccc(CC(=O)N(C)CC(=O)Nc2ccc(F)cc2)cc1S(=O)(=O)N1CCOCC1	39%	12%	-9%	-10%[59 µM]	-2%	-6	7%	-3%	-11%
CCN(CC)C(=O)CSc1nc2ccc(NC(=O)CSc3nnc(N)s3)cc2s1	17%	-37%	-26%	?	3%	-11	12%	0%	1%
COc1ccc(S(=O)(=O)N2Cc3ccccc3CC2C(=O)N2CCOCC2)cc1 (stereo not drawn)	5%	0%	-5%	5%	-5%	0	5%	5%	nt
CCOc1ccccc1N1CC(C(=O)N2CCN(Cc3ccc(C#N)cc3)CC2)CC1=O (stereo not drawn)	18%	8%	3%	-8%[2.33 µM]	-11%	7	-10%	1%	3%
CC(=O)Nc1cccc(N=NN2CCOCC2)c1	32%	4%	6%[57.1 µM]	nt	5%	-1	?	-20%	-7%
COc1cc(N2N=C(c3ccccc3)CC2c2ccccc2)c(C=O)cc1C=O (stereo not drawn)	89%[activator]	36%	32%	-127%	-27%	-4	17%	30%	-2%
COc1nccnc1NS(=O)(=O)c1ccc(NC(=O)c2cccc(C)c2)cc1	15%	79µM*	-11%	nt	7%	-5	17%	-27%	8%
Cc1cc(=O)[nH]c(SCC(=O)c2ccccc2)c1C#N	49%	-6%	-14%	?	21%	-1	-3%	-18%	-2%
CC12CCC(C(NC(=S)NN)C1=O)C2(C)C (stereo not drawn)	56%[activator]	nt	-7%	nt	15%	-4	-18%	-28%	8%
CCc1ccc(Cn2nnc(C(=O)Nc3cccc(C)c3)c2N)cc1	19%	-5%	-7%	18%	1%	-11	4%	64%	-6%
CN(c1ccccc1C(=O)N1CCN(c2cccc(Cl)c2)CC1)S(C)(=O)=O	25%	-2%	-14%	21%[59 µM]	-7%	5	-28%	18%	-1%
COc1ccc(C2c3ccsc3CCN2C(=O)NC(C)(C)C)cc1 (stereo not drawn)	34%	-7%	-13%	8%	1%	-4	8%	?	2%
O=C(NN1C(=O)C2C3C=CC([C@@H]2C1=O)C31CC1)c1ccccc1 (stereo partly drawn)	48%[activator]	3%	-4%	21%	-10%	0	5%	97%[activator]	-27%

Grouped by structure: those above with a furan ring, fused or not.
SMILES	HP1b chromo inh	BAZ2B inh	JMJD2A Tudor inh	G9a block	GLS inhibitor	PI4K2A block	RGS4 inh	ALOX12 inh	ERG Ets-DNA blk
CSc1nnc(N2C(=O)C(O)=C(C(=O)c3ccco3)C2c2ccccc2F)s1 (stereo not drawn)	-24%	-39%	50µM*	11%[0.0925 µM]	13%	-10	-1%	?	21%
O=C(NCc1ccc2c(c1)OCO2)c1ccco1	48%[activator]	-12%	-6%	13%[12.7 µM]	-13%	1	-33%	-12%	2%
